NTMT1 inh: Primary qHTS for Inhibitors of N-terminal methyltransferase 1 (NTMT1): MTaseGlo Assay. NTMT1 MTase-Glo SAH luminescence, purified enzyme. AID 1645870, 2021. Potency, µM (titrated, usually from 114 µM), for inactives: at the top dose activity change, negative = inhibition, most hits filed as inhibitors. N-terminal Xaa-Pro-Lys N-methyltransferase 1 (Homo sapiens), Q9BV86. actives 2.5% (n = 59,000);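 also: plate controls were DMSO vehicle for no effect and no enzyme for full effect; nearly all actives have a fitted effect of over 65% in size; many of its hits are not listed in these tables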
Target sequence (Q9BV86 whole entry, looked up): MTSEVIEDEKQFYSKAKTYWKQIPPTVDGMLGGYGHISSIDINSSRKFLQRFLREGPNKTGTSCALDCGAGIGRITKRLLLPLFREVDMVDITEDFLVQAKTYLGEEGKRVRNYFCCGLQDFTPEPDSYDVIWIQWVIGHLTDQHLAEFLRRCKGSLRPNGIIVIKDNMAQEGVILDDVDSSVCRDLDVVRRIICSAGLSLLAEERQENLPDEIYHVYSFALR
FH mod: Identification of activators of human fumarate hydratase by quantitative high-throughput screening; AID 1347055, 2019; actives 0.22% (n = 54,000); Potency, µM (series often up to 79.9 µM), for the others: at the top dose activity change, negative = inhibition, usual class: inhibitors; FH coupled MDH/diaphorase resazurin fluorescence, 15 min; also: the screen sought activators but most active calls are inhibition curves; nearly all actives have a fitted effect of over 45% in size
Target sequence (P07954 whole entry, looked up): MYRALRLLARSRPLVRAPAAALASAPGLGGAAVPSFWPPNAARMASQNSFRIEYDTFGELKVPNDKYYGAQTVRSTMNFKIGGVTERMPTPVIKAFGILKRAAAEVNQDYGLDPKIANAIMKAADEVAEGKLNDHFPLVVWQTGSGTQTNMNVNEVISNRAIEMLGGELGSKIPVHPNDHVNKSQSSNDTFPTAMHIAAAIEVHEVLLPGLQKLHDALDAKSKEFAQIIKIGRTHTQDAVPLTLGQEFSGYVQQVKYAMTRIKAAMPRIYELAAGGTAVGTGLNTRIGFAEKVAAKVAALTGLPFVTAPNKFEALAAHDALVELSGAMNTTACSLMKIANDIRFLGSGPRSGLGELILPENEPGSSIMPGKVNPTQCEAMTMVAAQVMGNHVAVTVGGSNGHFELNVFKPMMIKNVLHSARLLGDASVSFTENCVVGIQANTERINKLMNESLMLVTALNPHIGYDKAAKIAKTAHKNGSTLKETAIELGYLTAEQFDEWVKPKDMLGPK
* hit, by the source's call; ? = inconclusive; & = joins results of further samples; [ ] = dose if it differs, or a comment. Calls follow the shape of the dose curve; as a rule, active = well fitted curve in the direction sought with a large enough effect; inconclusive = small, poorly fitted or top-dose-only effect, or another doubt; inactive = no such curve, though single readings can be large; an effect the other way counts as inactive or inconclusive. Unless noted, % is scaled to controls: 0 for no effect and ±100 for the full control effect; potency is read from the fitted curve at half-maximal effect. A portion of the library. The share of hits here may be higher or lower than overall.

SMILES | NTMT1 inh | FH mod
CC/C=C\C[C@H]1C(=O)C=C[C@@H]1CCCCCCCC(=O)O | 4%[57.5 µM] | 1%
CCC(=O)OCC(=O)[C@@]1(OC(=O)CC)[C@@H](C)C[C@@H]2[C@H]3CCC4=CC(=O)C=C[C@]4(C)[C@@]3(F)[C@@H](O)C[C@@]21C | 18%[57.5 µM] | 7%[53.3 µM]
c1ccc([C@H]2CN3CCSC3=N2)cc1 | -12% | -5%&15%&1%[53.3 µM]
CC1OC(OC2C(O)COC(O[C@@H]3[C@@H](O)[C@@H](O)[C@H](OC4C(OC(=O)[C@]56CCC(C)(C)CC5C5=CCC7[C@@]8(C)C[C@H](O)[C@H](OC9OC(CO)C(O)C(O)C9O)[C@@](C)(CO)C8[C@H](O)C[C@@]7(C)[C@]5(C)CC6)OCC(O)C4O)O[C@H]3C)C2O)C(O)C(O)C1O (stereo not given in full) | 8%[6.45 µM] | 3%[13.5 µM]
Cc1ccc(/C(=C\CN2CCCC2)c2ccccn2)cc1 | 15%[57.5 µM] | -8%&4%[53.3 µM]
C#CCOc1ccc2c(c1)c(-c1ccc(C(C)C)cc1)nc(=O)n2C(C)C | -10%[57.5 µM] | ?
COc1cc(N2CCOCC2)ccc1NC(=O)c1csc(-c2cccnc2)n1 | 3%[57.5 µM] | -8%
O=C(NCc1ccc(Oc2ccccc2)cc1)c1nc(-c2cc(Br)c(O)c(Br)c2)no1 | ? | ?
CC1(C)CC2C(O)C3=C(CC(C)(O)C2C1)C(=O)OC3O (stereo not given) | 8%[57.5 µM] | 1%
O=C1C[C@]23C=CCN4CCC5c6cc7c(cc6N1[C@@]5(CC2)C43)OCO7 (stereo not given in full) | 6%[29.8 µM] | 2%[53.3 µM]
CCOC(=O)Nc1nc2ccccc2[nH]1 | -1%[57.5 µM] | -6%
CC(=O)N(CC(O)CN(C(C)=O)c1c(I)c(C(=O)NCC(O)CO)c(I)c(C(=O)NCC(O)CO)c1I)c1c(I)c(C(=O)NCC(O)CO)c(I)c(C(=O)NCC(O)CO)c1I (stereo not given) | 1%[57.5 µM] | 0%[53.3 µM]
COc1ccccc1S(=O)(=O)Nc1ccc2c(c1)CN(C)C(=O)N2 | 2%[57.5 µM] | -9%
NC[C@H]1O[C@H](O[C@H]2[C@@H](O)[C@@H](O[C@H]3O[C@H](CO)[C@@H](O)[C@H](N)[C@@H]3O)[C@H](N)C[C@@H]2N)[C@H](N)C[C@H]1O | 15%[57.5 µM] | 11%[53.3 µM]
Cc1c[nH]c(/C=C2\C(=O)Nc3ccccc32)c1CCC(=O)O | ? | -19%
O=C(Nc1ccc(Cl)cc1)c1ccccc1NCc1ccncc1 | 1%[57.5 µM] | -20%
CC1(C)CCC(C)(C)c2cc(NC(=O)c3ccc(C(=O)O)cc3)ccc21 | -2%[57.5 µM] | -2%&-9%[53.3 µM]
COc1ccc(S(=O)(=O)Nc2cc(Cl)cc(Cl)c2OC)cc1N1CCNCC1 | 8%[57.5 µM] | 2%
CCOCCn1nc(CC)c2nc(N3CCC(C(=O)O)CC3)nc(Nc3cc(C)ccn3)c21 | -13%[57.5 µM] | 0%
C[C@@H](O)[C@H]1C(=O)N2C(C(=O)O)=C(S[C@@H]3CN[C@H](C(=O)N(C)C)C3)[C@H](C)[C@H]12 | ? | 5%&4%[53.3 µM]
CCN(CC)CCN | 17%[57.5 µM] | 0%[53.3 µM]
CC1=C2CC(C)(C)CC2C(O)C2=C(C1)C(=O)OC2O (stereo not given) | 20%[57.5 µM] | 1%
N[C@@H]1CONC1=O | 8% | 5%&-2%&-4%[53.3 µM]
CCCCCCCCCCCCCC(=O)OC(C)C | 13%[57.5 µM] | -10%[53.3 µM]
CCC(C)CNCC(=O)N1CCc2sccc2C1COc1cccc(C)c1 (stereo not given) | -2%[57.5 µM] | 0%
SMILES | NTMT1 inh | FH mod
COc1ccc2cc(CCC(C)=O)ccc2c1 | -14%[57.5 µM] | -2%[53.3 µM]
O=C(CCc1ccc(O)cc1)c1c(O)cc(O)cc1O | ? | ?
CC(C)C(=O)Nc1ccc([N+](=O)[O-])c(C(F)(F)F)c1 | ? | -10%&-6%&-2%[53.3 µM]
CCCCCC1Nc2cc(C(F)(F)F)c(S(N)(=O)=O)cc2S(=O)(=O)N1 (stereo not given) | -2%[57.5 µM] | -9%[53.3 µM]
CC#CC(=O)Nc1ccc2ncnc(Nc3cccc(Br)c3)c2c1 | -18% | 0%&4%
COC(=O)Cn1nc(-c2cccc(OC)c2)c2ccccc21 | -8%[57.5 µM] | -1%
C=C1CCC2C(C)(C)CC(=O)CC2(C)C1CCC(C)CCOC(C)=O (stereo not given) | -14%[29.8 µM] | -2%[53.3 µM]
OCc1ccc(-c2ccc(-c3ccc(CO)s3)o2)s1 | ? | 1%&0%[53.3 µM]
COc1cc(C2Oc3c(OC)cc(CCCO[C@@H]4O[C@H](CO)[C@@H](O)[C@H](O)[C@H]4O)cc3C2CO)ccc1O (stereo not given in full) | 11%[29.8 µM] | -6%[53.3 µM]
CC(C)(C)NC[C@H](O)COc1nsnc1N1CCOCC1 | 22%[57.5 µM] | 1%[53.3 µM]
Cn1cc(C(=O)[C@@H]2CCc3nc[nH]c3C2)c2ccccc21 | 3%[57.5 µM] | 4%[53.3 µM]
Cn1cc(CCn2cnc(-c3cnn(C)c3)c2-c2ccc(C#N)cc2)cn1 | 8%[57.5 µM] | -1%
Cc1cc(-c2cnc(N)c3c(-c4ccc5scnc5c4)csc23)n(C)n1 | ? | -9%
COc1cc2nccc(Oc3ccc(NC(=O)Nc4ccc(F)cc4F)c(F)c3)c2cc1OC | 8% | -2%
C=C(C(=O)O)[C@@H]1CC=C2CCC[C@H](C)[C@@]2(C)C1 | -13%[57.5 µM] | -4%
Cc1c[nH]c2ccccc12 | -4%[57.5 µM] | 3%[53.3 µM]
CN(C)Cc1c(C(=O)NCCOc2ccc(C(=O)NO)cc2)oc2ccccc12 | 9% | -2%
CC(=O)OC12CC(C)C(O)C1/C=C(/COC1OC(CO)C(O)C(O)C1O)CCC1C(/C=C(\C)C2=O)C1(C)C (stereo not given) | 0%[29.8 µM] | 7%[53.3 µM]
Cc1ccc([C@@H]2CC=C(C(=O)O)[C@H](c3ccc(C(C)(C)C)cc3)N2S(=O)(=O)c2ccc(C)cc2)cc1 | -1%[57.5 µM] | -17%
CC(C)(C)c1ccc(O)c(O)c1 | 4.5µM* | 40µM*
Oc1cccc(Nc2ccnc3cc(-c4cccc(CN5CCOCC5)c4)sc23)c1 | -27% | -24%
COc1cc([C@@H]2c3cc4c(cc3[C@H](O)[C@H]3COC(=O)[C@H]23)OCO4)cc(OC)c1OC | 9% | -2%&-10%[53.3 µM]
CCOc1cc(CNC2CCCC2)cc(Cl)c1OCc1ccc(Cl)cc1 | -11%[57.5 µM] | -5%
Cc1ccc(NS(=O)(=O)c2cc3c(cc2NCCO)NC(=O)CC3)cc1C | 18% | 0%[53.3 µM]
Nc1ncnc2c1ncn2[C@@H]1O[C@@H](CO)[C@H](O)[C@H]1O | -27%[57.5 µM] | -1%[53.3 µM]
SMILES | NTMT1 inh | FH mod
COc1cc(/C=C/C(=O)N2CCN(CC(=O)N3CCCC3)CC2)cc(OC)c1OC | 4%[57.5 µM] | 8%
COc1cc2nc(N3CCN(C)CC3)nc(NC3CCN(Cc4ccccc4)CC3)c2cc1OC | ? | -1%
N=c1nc2n(cc1F)C1OC(CO)C(O)C1O2 (stereo not given) | 1%[57.5 µM] | 7%
CC(C)C(C(=O)N1CCCC1C(=O)O)N(C)C(=O)C(O)Cc1ccccc1 (stereo not given) | -4%[29.8 µM] | -4%[53.3 µM]
CNc1nc(-c2ccc3c(N)n[nH]c3c2)cc(N2CC(C(=O)NC3CCCCC3)CCC2C)n1 (stereo not given) | 9%[57.5 µM] | 1%
O=C(CS)Nc1ccccc1 | ? | 2%[53.3 µM]
CC1=NS(=O)(=O)c2cc(Cl)ccc2N1 | 11%[57.5 µM] | -23%&3%[53.3 µM]
COc1ccc(CCc2nc3c(C)c(-c4c(C)noc4C)c(C)cc3n2CCN2CCOCC2)cc1 | 11%[57.5 µM] | 8%
CO[C@H]1C[C@@H]2CC[C@@H](C)[C@@](O)(O2)C(=O)C(=O)N2CCCC[C@H]2C(=O)O[C@H]([C@@H](C)C[C@@H]2CC[C@@H](O)[C@H](OC)C2)CC(=O)[C@H](C)/C=C(\C)[C@@H](O)[C@@H](OC)C(=O)[C@H](C)C[C@H](C)/C=C/C=C/C=C/1C | 13%[57.5 µM] | -17%
CC1NC(=O)CCCNC(=O)C(Cc2c[nH]c3ccccc23)NC(=O)C(C)NC(=O)C(C(C)C)NC(=O)C(C(C)c2ccccc2)NC(=O)C(C(C)C)NC1=O (stereo not given) | 7%[12.6 µM] | 7%[20.6 µM]
Nc1ncn([C@@H]2O[C@H](CO)[C@@H](O)[C@H]2O)c(=O)n1 | 8% | -24%&4%[53.3 µM]
COc1cc(C2c3cc(O)c(OC)cc3CC(CO)C2CO)ccc1O (stereo not given) | 3%[29.8 µM] | -2%[53.3 µM]
Cc1ccccc1CN1C2=NCCN2C(=O)C2=C1CCN(Cc1ccccc1)C2 | -4%[57.5 µM] | 6%
NC/C=C/C(=O)O | 1%[57.5 µM] | -8%&-10%[53.3 µM]
COc1cc(/C=C/C(=O)O[C@H]2[C@H](O)[C@@H](CO)O[C@@]2(CO)O[C@H]2O[C@H](CO)[C@@H](O)[C@H](O)[C@H]2O)ccc1O | 13%[29.8 µM] | -4%[53.3 µM]
C=CCC1=C[C@]2(OC)[C@H](C)[C@@H](c3ccc4c(c3)OCO4)O[C@]2(OC)CC1=O | 7%[29.8 µM] | 0%[53.3 µM]
O=C(O)C=Cc1ccc(Cn2ccnc2)cc1 | -21%[57.5 µM] | -7%[53.3 µM]
CC1(C)CCC2(C(=O)O)C(O)CC3(C)C(=CCC4C5(C)CCC(OC6OC(CO)C(O)C(O)C6OC6OC(CO)C(O)C(O)C6OC6OCC(O)(CO)C6O)C(C)(C)C5CCC43C)C2C1 (stereo not given) | 5%[12.6 µM] | -5%[20.6 µM]
Cc1nc(C#Cc2ccnc(Cl)c2)c(C)n1-c1ccc(OC(F)(F)F)cc1 | ? | -14%
CC1=CC(=O)C2C(C)(C)CCCC2(C)C12CCC1(COC(=O)C1)O2 (stereo not given) | -4%[29.8 µM] | ?
COc1c(C)c(OCC=C(C)C)cc2c1COC2=O | -7%[57.5 µM] | -4%
COc1c(C)c2c(c(O)c1C/C=C(\C)CCC(=O)O)C(=O)OC2 | 2% | -5%[53.3 µM]

Arranged by molar mass (low to high): part of the list above
SMILES | NTMT1 inh | FH mod
CCN(CC)CCN | 17%[57.5 µM] | 0%[53.3 µM]
Cc1c[nH]c2ccccc12 | -4%[57.5 µM] | 3%[53.3 µM]
c1ccc([C@H]2CN3CCSC3=N2)cc1 | -12% | -5%&15%&1%[53.3 µM]
CC1=NS(=O)(=O)c2cc(Cl)ccc2N1 | 11%[57.5 µM] | -23%&3%[53.3 µM]
N=c1nc2n(cc1F)C1OC(CO)C(O)C1O2 (stereo not given) | 1%[57.5 µM] | 7%
CCCCCCCCCCCCCC(=O)OC(C)C | 13%[57.5 µM] | -10%[53.3 µM]
O=C1C[C@]23C=CCN4CCC5c6cc7c(cc6N1[C@@]5(CC2)C43)OCO7 (stereo not given in full) | 6%[29.8 µM] | 2%[53.3 µM]
CC(C)C(C(=O)N1CCCC1C(=O)O)N(C)C(=O)C(O)Cc1ccccc1 (stereo not given) | -4%[29.8 µM] | -4%[53.3 µM]
Cc1ccc(NS(=O)(=O)c2cc3c(cc2NCCO)NC(=O)CC3)cc1C | 18% | 0%[53.3 µM]
COc1ccc(S(=O)(=O)Nc2cc(Cl)cc(Cl)c2OC)cc1N1CCNCC1 | 8%[57.5 µM] | 2%
COc1cc2nc(N3CCN(C)CC3)nc(NC3CCN(Cc4ccccc4)CC3)c2cc1OC | ? | -1%
COc1cc(C2Oc3c(OC)cc(CCCO[C@@H]4O[C@H](CO)[C@@H](O)[C@H](O)[C@H]4O)cc3C2CO)ccc1O (stereo not given in full) | 11%[29.8 µM] | -6%[53.3 µM]
O=C(NCc1ccc(Oc2ccccc2)cc1)c1nc(-c2cc(Br)c(O)c(Br)c2)no1 | ? | ?
CC1OC(OC2C(O)COC(O[C@@H]3[C@@H](O)[C@@H](O)[C@H](OC4C(OC(=O)[C@]56CCC(C)(C)CC5C5=CCC7[C@@]8(C)C[C@H](O)[C@H](OC9OC(CO)C(O)C(O)C9O)[C@@](C)(CO)C8[C@H](O)C[C@@]7(C)[C@]5(C)CC6)OCC(O)C4O)O[C@H]3C)C2O)C(O)C(O)C1O (stereo not given in full) | 8%[6.45 µM] | 3%[13.5 µM]
CC(=O)N(CC(O)CN(C(C)=O)c1c(I)c(C(=O)NCC(O)CO)c(I)c(C(=O)NCC(O)CO)c1I)c1c(I)c(C(=O)NCC(O)CO)c(I)c(C(=O)NCC(O)CO)c1I (stereo not given) | 1%[57.5 µM] | 0%[53.3 µM]

Screening data deposited in PubChem by National Center for Advancing Translational Sciences (NCATS).
